Compound activity as filed in PubChem.
TEAD-YAP inh – TEAD-YAP interaction inhibition. inhibition, % at 9.12 µM. HEK-TIYL cells, TEAD-Gal4/YAP UAS-luciferase luminescence. AID 1259422. hit rate 1.4% among 640,000; in the data active = inhibition above about 32%;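 note: 0% = median of test compound wells and 100% = reference inhibitor wells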
MITF inh – inhibitors of human MITF; AlphaScreen MITF homodimerization, bead proximity signal; O75030; AID 1259374; inhibition, % at 2.6 µM; hit rate 0.91% among 650,000; in the data active = inhibition above about 50%;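 note: 0% = vehicle wells with protein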
Target sequence (O75030 whole entry, looked up): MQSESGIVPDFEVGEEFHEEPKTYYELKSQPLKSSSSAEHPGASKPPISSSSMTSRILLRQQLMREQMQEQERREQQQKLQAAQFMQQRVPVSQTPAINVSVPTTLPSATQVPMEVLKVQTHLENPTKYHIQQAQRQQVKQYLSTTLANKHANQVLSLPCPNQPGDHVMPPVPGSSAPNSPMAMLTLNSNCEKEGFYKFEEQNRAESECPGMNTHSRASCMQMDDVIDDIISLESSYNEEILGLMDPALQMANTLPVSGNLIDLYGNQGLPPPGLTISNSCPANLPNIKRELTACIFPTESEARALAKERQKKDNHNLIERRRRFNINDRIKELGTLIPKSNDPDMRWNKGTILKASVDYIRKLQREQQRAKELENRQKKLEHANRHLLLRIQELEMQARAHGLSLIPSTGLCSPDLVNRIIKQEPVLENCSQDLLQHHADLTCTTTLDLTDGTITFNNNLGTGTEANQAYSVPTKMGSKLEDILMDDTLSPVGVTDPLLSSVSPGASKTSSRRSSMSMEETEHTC
GPR151 activ – human GPR151 activation | activation, % at 11.2 µM | hit rate 1% among 650,000 | PathHunter beta-arrestin GPR151 cells, luminescence; in the data active = activation above about 4.9%;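 note: 0% = median of compound wells and 100% = cells with positive control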
Target sequence (Q8TDV0 whole entry, looked up): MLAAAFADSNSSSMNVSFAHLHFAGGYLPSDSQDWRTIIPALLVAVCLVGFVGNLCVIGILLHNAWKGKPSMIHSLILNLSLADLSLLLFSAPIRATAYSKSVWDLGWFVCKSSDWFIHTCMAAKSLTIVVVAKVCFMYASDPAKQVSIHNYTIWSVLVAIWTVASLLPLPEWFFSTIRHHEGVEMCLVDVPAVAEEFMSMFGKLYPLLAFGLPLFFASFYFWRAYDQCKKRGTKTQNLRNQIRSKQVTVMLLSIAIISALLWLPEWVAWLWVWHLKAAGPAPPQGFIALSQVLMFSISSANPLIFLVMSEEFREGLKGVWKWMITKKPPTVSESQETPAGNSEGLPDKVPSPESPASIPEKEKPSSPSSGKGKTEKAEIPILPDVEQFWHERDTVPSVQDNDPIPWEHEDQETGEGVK
FBW7 act – activators of human E3 ligase FBW7. AlphaScreen FBW7–phospho-cyclin E peptide binding, activator screen. normalized activity (activation), % at 26.1 µM. hit rate 0.13% among 650,000. Q969H0. AID 1259310; in the data active = normalized activity above about 1.9%;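 note: purified mutant Fbw7 with reduced substrate affinity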
Active calls of the source: *. No enrichment for hits; about 3.4% have a hit in one of these screens.

SMILES	TEAD-YAP inh	MITF inh	GPR151 activ	FBW7 act
COc1ccc(NC(=O)CSc2nc(N)c3c(C)c(C)sc3n2)cc1OC	10	-6	-1.3	-0.1
Cc1cccc(NC(=O)CN(c2ccc(I)cc2)S(C)(=O)=O)c1	-75	71*	0.3	0.1
CC(=O)NC(=S)Nc1cccc(C#N)c1	0	4	2.6	-0.1
CC(C)c1ccc(NC(=O)C(c2ccccc2)N2CCC3(CC2)OCCO3)cc1 (configuration not stated)	11	4	-0.6	0.1
O=C(/C=C/c1ccc2c(c1)OCO2)Nc1ccc(S(=O)(=O)N2CCCCC2c2cccnc2)cc1 (configuration not stated)	2	6	1.9	-0.1
O=C(NCCN1CCOCC1)c1ccc(-n2ncc3ccc(-c4ncn[nH]4)cc32)cc1	17	3	0.9	0.0
COc1ccc(-c2nc3ccc([N+](=O)[O-])cc3o2)cc1	-35	5	1.5	0.3
Cc1[nH]c(=O)[nH]c(=O)c1S(=O)(=O)NCc1cccs1	-7	11	-0.7	0.9
CC1CN(Cc2ccc(CO)o2)Cc2ccccc2O1 (configuration not stated)	6	9	-0.1	-0.1
Nc1ccc(-c2nc3ccc(C(=O)c4ccccc4)cc3[nH]2)cc1	-21	11	-0.3	0.1
CCOC(=O)C1=C(C)OC(N)=C(C#N)C1c1ccc(OC)c(OC)c1 (configuration not stated)	-1	0	-0.1	-0.1
CCOC(=O)C(CC(C)C)N(CCC(C)C)S(=O)(=O)c1ccc(Br)cc1 (configuration not stated)	7	17	-0.4	0.6
C=CCc1cc(/C=c2/sc3n(c2=O)C(c2ccc(OC)cc2)C(C(=O)OCC)=C(C)N=3)cc(OCC)c1O (configuration not stated)	12	2	1.3	-0.2
O=C(CN1c2cccc3cccc(c23)S1(=O)=O)NC1CCCc2ccccc21 (configuration not stated)	-8	-9	2.0	0.0
Cc1cc(Cl)ccc1NC(=O)N[C@H]1C[C@H]2C(=O)N[C@@H](Cc3ccccc3)C(=O)N2C1	3	13	-0.8	0.2
CCC(C)(C)NC(=O)CN(C(=O)CCC(=O)Nc1ccccn1)c1cccc(C)c1C	-10	5	-0.4	-0.1
CCc1c(C)sc2ncn(C3CCN(C(=O)C4CCCC4)CC3)c(=O)c12	11	-5	0.6	-0.1
CCc1cccc(C)c1-n1nnnc1C(C)(C)Nc1cccc(C)c1	7	2	0.4	0.0
CCn1c(SC)nnc1-c1cccn(Cc2ccc(Cl)cc2Cl)c1=O	-8	-1	1.2	-0.1
Cn1c(/C(C#N)=C(\O)CN2C(=O)c3ccccc3C2=O)nc2ccccc21	9	-3	0.6	0.0

Overlap with the part before: six compounds; new compounds follow.
SMILES	TEAD-YAP inh	MITF inh	GPR151 activ	FBW7 act
Cc1cc(Cl)ccc1NC(=O)N[C@H]1C[C@H]2C(=O)N[C@@H](Cc3ccccc3)C(=O)N2C1	3	13	-0.8	0.2
CCC(C)(C)NC(=O)CN(C(=O)CCC(=O)Nc1ccccn1)c1cccc(C)c1C	-10	5	-0.4	-0.1
CCc1c(C)sc2ncn(C3CCN(C(=O)C4CCCC4)CC3)c(=O)c12	11	-5	0.6	-0.1
CCc1cccc(C)c1-n1nnnc1C(C)(C)Nc1cccc(C)c1	7	2	0.4	0.0
CCn1c(SC)nnc1-c1cccn(Cc2ccc(Cl)cc2Cl)c1=O	-8	-1	1.2	-0.1
Cn1c(/C(C#N)=C(\O)CN2C(=O)c3ccccc3C2=O)nc2ccccc21	9	-3	0.6	0.0
CCC(=O)Nc1nc(C)c(-c2csc(Nc3ncccn3)n2)s1	-2	19	-1.1	1.2
Cc1ccc(Cl)cc1N1CCN(c2ncnc3nc[nH]c23)CC1	5	6	3.7	0.0
CCOC(=O)C1=C(C)NC2=C(C(=O)CC(c3ccc(OC)c(OC)c3)C2)C1c1ccc(OCC)c(OC)c1 (configuration not stated)	-1	0	-0.3	0.2
C=CCOC(=O)C1=C(C)NC(SCC(=O)Nc2ccc(Cl)cc2)=C(C#N)C1c1ccco1 (configuration not stated)	-2	11	-1.6	0.4
Cc1cccc(N(Cc2nnc3n2CCCCC3)C(=O)Nc2ccccc2)c1	-4	2	3.5	-0.2
Cc1cnc(NCc2cccnc2)nc1NC1CCN(Cc2ccccc2)CC1	3	12	-0.6	0.1
O=C(NCC(c1cccs1)N1CCOCC1)c1ccco1 (configuration not stated)	15	5	0.2	0.1
O=C(c1ccc2c(c1)OCCO2)N(Cc1cccnc1)c1nc2c(Cl)cccc2s1	-13	3	-0.9	0.5
CCOC(=O)C1=C(O)/C(=C/c2ccc(O)cc2)SC1=Nc1ccc([N+](=O)[O-])cc1	-10	1	0.4	0.0
COc1ccc(NC(=O)Nc2ccncc2)c(OC)c1	5	1	-1.2	0.0
CCOc1cc(CO)cc(Br)c1OCC(=O)Nc1ccc(OC)cc1	4	8	-0.2	0.0
C=CCNC(=O)C(=O)NCC(c1ccco1)S(=O)(=O)c1ccc(Cl)cc1 (configuration not stated)	11	21	0.8	-0.1
CC(C)(C)N(N)C(=O)c1ccccc1[N+](=O)[O-]	3	-7	-0.5	0.4
Cc1ccc(NC(=O)C2CCCc3sc(NC(=O)c4ccccc4)nc32)cc1C (configuration not stated)	-22	18	3.0	0.0
Oc1c(CN2CCN(c3cccc(Cl)c3)CC2)cc(COCc2ccccc2)c2cccnc12	13	9	-0.2	-0.9
COc1ccc(OCC(=O)N/N=C/C=C/c2ccccc2)cc1	16	19	-1.3	0.0
COc1ccccc1C(=O)NCC(=O)OCc1ccc(Br)cc1	-1	8	-1.8	-0.1
CCOC(=O)CNc1c(Nc2cc(C)cc(C)c2)c(=O)c1=O	-1	-4	1.0	0.0
CCOC(=O)n1ncc(C#N)c1N	-1	3	0.1	0.1
CCC(C)NC(=O)c1ccccc1NC(=O)c1ccccc1C (configuration not stated)	-3	0	3.5	0.3
CS(=O)(=O)Nc1ccc(S(=O)(=O)Nc2cccc3ccccc23)cc1	-2	1	0.8	-0.1
COC(=O)c1cc(CNCC(c2ccco2)N2CCCCC2)oc1C (configuration not stated)	-4	76*	-0.1	-0.2
O=C1/C(=C/c2cccc([N+](=O)[O-])c2)N=C2CCCCCN12	1	7	-0.1	-0.1
COc1ccc(N2C(=O)CC(Nc3ccc(C(=O)O)cc3)C2=O)cc1OC (configuration not stated)	5	4	1.3	-0.3
O=C(Nc1nc2c(c(=O)[nH]1)CCCC2)c1cccs1	-9	9	0.0	0.1
CCOc1ccc(S(=O)(=O)n2cnc3ccccc32)c2ccccc12	-4	6	0.4	0.0
COc1ccccc1Nc1nc(C2(C)CC3(CC(C)(C)OC3=O)C(=O)O2)cs1 (configuration not stated)	-1	11	0.2	-0.1
CC(=O)c1cc(CN2CCC(n3nccc3NC(=O)C3CCCC3)CC2)cs1	8	16	1.1	0.1
O=c1c(-c2cccs2)[n+]([O-])c2ccccc2n1OCc1ccccc1Cl	-2	14	0.0	0.1
CC1(C)OC[C@H](NC(=O)c2ccc3ccccc3n2)[C@H](c2ccccc2)O1	-3	8	-0.6	0.6
COc1ccc(NC(=O)c2ccccc2NC(=O)COc2ccccc2)cc1	0	12	-2.4	-0.2
CCCCC(=O)Nc1ncc(S(=O)(=O)c2ccc([N+](=O)[O-])cc2)s1	15	-4	0.2	0.1
CN(C)c1ccc(/C=C/c2c([N+](=O)[O-])c(=O)n(C)c(=O)n2C)cc1	8	15	0.1	0.0
N#CCCOC1(C#CCN2CCCC2)CCCCC1	2	10	2.9	0.2
Cc1cccc(C2(c3cccc(C)c3)CC2C(=O)N2CCN(C)CC2)c1 (configuration not stated)	3	5	0.3	0.2
CCCCOc1ccc(-c2[nH]nc3c2C(c2ccc(OCc4ccccc4F)cc2)C(C#N)=C(N)O3)cc1 (configuration not stated)	-16	-6	-2.4	0.0
Cc1ccccc1N1CCN(C2=NC(=O)/C(=C\c3ccc(Cl)cc3)S2)CC1	0	10	1.6	0.0
COc1cccc(-c2ccc3nnc(SCC(=O)N4CCOCC4)n3n2)c1	1	-3	0.9	-0.3
C=CCOC(=O)C1C(c2ccc(CC)cc2)c2c([nH][nH]c2=O)CC1(C)O (configuration not stated)	-2	8	-1.0	0.0
CCOc1ccc(-n2cc(-c3ccccc3)c3c(SC(C)C)ncnc32)cc1	10	6	-0.9	0.1
N#Cc1cccc(CSc2nc3ccncc3[nH]2)c1	2	6	-0.7	0.8
Nc1nnc(SCC(=O)c2cccc([N+](=O)[O-])c2)s1	3	5	3.9	0.0
Cc1ccc(NC(=O)CSc2nc3c(c(=O)[nH]2)CCC3)cc1F	5	-9	1.3	0.0
COCC(C)n1c(C)cc(C(=O)CSc2nnc(Nc3ccccc3F)s2)c1C (configuration not stated)	-5	8	-0.2	-0.1
Cn1c(=O)[nH]c(=O)c2c1nc(N1CCCCC1)n2CC(O)COc1cccc2ccccc12 (configuration not stated)	3	3	0.5	0.0
Cc1nc2sc3c(c2c2nncn12)CCC3	0	-7	1.1	0.0
Cc1ccc(S(=O)(=O)N2CCC(c3nc4ccccc4[nH]3)CC2)cc1	14	-8	0.6	-0.1
Cc1ccn2c(C=O)c(-c3ccc(Br)s3)nc2c1	-51	7	0.1	0.1
CCOC(=O)c1c(NC(=O)c2cc([N+](=O)[O-])ccc2N2CCN(Cc3ccccc3)CC2)sc2c1CCCC2	-7	-6	-0.4	0.1
Cc1ccc(NC(=O)C2C3C=CC4(O3)C2C(=O)N(Cc2ccccc2)C4C(=O)NC2CCCC(C)C2C)cc1C (configuration not stated)	5	4	-0.5	0.1

One compound at a time, from the list above. Order of screens: TEAD-YAP inh, MITF inh, GPR151 activ, FBW7 act
Listed for `Cc1[nH]c(=O)[nH]c(=O)c1S(=O)(=O)NCc1cccs1` : -7, 11, -0.7, 0.9
Listed for `CCOC(=O)CNc1c(Nc2cc(C)cc(C)c2)c(=O)c1=O` : -1, -4, 1.0, 0.0

Later entries.
SMILES	TEAD-YAP inh	MITF inh	GPR151 activ	FBW7 act
CCC(C)NC(=O)C1CCC(CNc2c(N3CCCC3)c(=O)c2=O)CC1 (configuration not stated)	-1	-11	-1.9	0.0
Oc1ccc(-c2nc3ncccn3c2Nc2ccc3c(c2)OCCO3)cc1	14	7	0.3	-0.2
CCOC(=O)c1ccc2nc(NC(=O)CCc3ccccc3)sc2c1	-2	-3	0.9	-0.1
O=C(Nc1ccc2[nH]ncc2c1)[C@H]1C[C@H](O)CN1C(=O)Nc1ccc(Cl)cc1	2	6	-1.4	0.1
Cc1cnc(C(=O)NCCn2nc(-c3cccs3)oc2=O)cn1	5	20	-1.2	0.3
Cn1cccc1C(=O)NS(=O)(=O)c1ccccc1Cl	-2	4	-1.4	0.1
COc1cc(/C=C(/C#N)C(N)=O)ccc1OCc1cccc(F)c1	-35	14	-1.0	-0.1
COc1ccc2[nH]c(C)c(CCC(=O)O)c(=O)c2c1	-6	-20	-1.9	0.0
O=C(Cn1ncc2c1-c1ccccc1OC2)N1CCCc2ccccc21	8	9	-1.5	-0.1
CCOC(=O)C1CCN(Cc2ccc3c(c2)CCO3)CC1	-2	9	0.5	0.1
O=C(Nc1ccccc1C(F)(F)F)C1COc2ccccc2O1 (configuration not stated)	-14	7	0.4	0.1
COc1cc(C2NC(=S)NC(C)=C2C(C)=O)ccc1OC1CCCC1 (configuration not stated)	-32	-18	2.9	0.2
COc1ccc(C2CC(=O)C3=C(C2)Nc2ccccc2NC3c2ccc(OCc3ccccc3)c(OC)c2)cc1OC (configuration not stated)	0	7	-0.9	0.0
COc1cc(CO)ccc1OCc1cccc2ccccc12	-11	6	-0.5	0.2
CCOC(=O)C1=C(c2ccccc2)NC(=S)NC1c1ccc(OCC(=O)O)cc1 (configuration not stated)	0	9	-1.1	0.0
NC(=O)CCNCC1(c2ccccc2)CCCC1	-4	-5	0.0	0.1
COc1ccccc1N1CCN(C(=O)CCNc2c(N3CCCC3)c(=O)c2=O)CC1	2	-5	-2.5	-0.1
O=c1c2ccccc2nnn1Cc1ccncc1	4	4	2.3	0.2
Cc1ncc(CN2CCCC(C(=O)Nc3ccccc3Oc3cccnc3)C2)s1 (configuration not stated)	2	-2	0.3	0.2
CC1(C)OC2OC(COC(=O)COc3ccc(Cl)cc3Cl)C3OC(C)(C)OC3C2O1 (configuration not stated)	2	5	1.3	-0.1

The last four compounds of the part before come first, to join the parts.
SMILES	TEAD-YAP inh	MITF inh	GPR151 activ	FBW7 act
COc1ccccc1N1CCN(C(=O)CCNc2c(N3CCCC3)c(=O)c2=O)CC1	2	-5	-2.5	-0.1
O=c1c2ccccc2nnn1Cc1ccncc1	4	4	2.3	0.2
Cc1ncc(CN2CCCC(C(=O)Nc3ccccc3Oc3cccnc3)C2)s1 (configuration not stated)	2	-2	0.3	0.2
CC1(C)OC2OC(COC(=O)COc3ccc(Cl)cc3Cl)C3OC(C)(C)OC3C2O1 (configuration not stated)	2	5	1.3	-0.1
Cc1ccc(OCC(=O)N/N=C/c2ccc(C(=O)O)cc2)c(C)c1	0	-7	0.1	0.1
Cc1ccc(-c2nc3cc(Cl)ccc3o2)cc1NC(=O)c1ccc([N+](=O)[O-])cc1	-75	5	-0.9	0.0
CCOC(=O)C1(Cc2cccc(Cl)c2)CCCN(C(=O)c2cc(C)nc(C)n2)C1 (configuration not stated)	-25	-11	-0.4	0.0
NC(=O)c1ccc(NC(=O)CSc2ccncc2)cc1	-2	-10	-0.8	-0.1
COc1ccc(-c2ccc(=O)n(CC(=O)NC3CC3)n2)cc1	-2	-2	0.7	-0.1
CC1=C(C(=O)OC2CCCCCCC2)C(c2ccccc2F)NC(=O)N1 (configuration not stated)	10	-3	1.9	0.0
